Source: PubChem (several laboratories)
Yp Topo-I inh – Yersinia pestis topoisomerase I inhibitors, primary screen, biochemical, cleavage product accumulation, plate reader, single point; 0.064% of 360,000 active; DNA topoisomerase I (Yersinia pestis CO92); Y. pestis Topo-I cleavage product accumulation; activity, % at 10 µM; AID 504884, 2011; in the data active = activity above about 50%, passing the limit was not always enough; also: inactives centre near 2
PfHsp40 yeast – rescue of yeast from PfHsp40 toxicity, primary screen, S. cerevisiae, ATP luminescence; S. cerevisiae expressing PfHsp40, growth rescue; growth rescue, % at 12.5 µM; 0.68% of 340,000 active; in the data active = growth rescue above about 28%, passing the limit was not always enough;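 also: yeast W303a lacking pdr1 and pdr3 grown in galactose medium; growth measured after three days at 30 °C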
TcdB inh – TcdB glycohydrolase inhibitors, primary screen, biochemical, single point, plate reader. Toxin B (Clostridioides difficile), P18177. TcdB glycohydrolase enzymatic assay. inhibition, % at 9.99 µM. 0.24% of 350,000 active; in the data active = inhibition above about 10%
GDH-TPI inh – GDH-TPI coupling enzyme inhibitors, primary screen, artefact control for M. tuberculosis FBA inhibitor project, biochemical, absorbance, full deck; AID 588335, 2011; GDH-TPI coupled enzyme counterscreen, NADH absorbance; 1.2% of 360,000 active; inhibition, % at 4.8 µM; in the data active = inhibition above about 30%;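 also: 0% = DMSO wells and 100% = wells lacking the enzyme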
FadD28 binding – inhibitors of FadD28 bisubstrate probe binding, primary screen, biochemical, fluorescence polarization, single point; 0.22% of 360,000 active; AID 588549, 2011; Mycobacterium tuberculosis FadD28 fatty-acid-AMP ligase; inhibition, % at 12.5 µM; in the data active = inhibition above about 8.5%, passing the limit was not always enough
Mtb BioA inh – M. tuberculosis BioA enzyme inhibitors, primary screen, biochemical, plate reader, single point, HTS; 0.096% of 360,000 active; purified M. tuberculosis BioA enzyme; inhibition, % at 9.99 µM; in the data active = inhibition above about 40%
Mtb FBA inh – Mtb FBA enzyme inhibitors, primary screen, biochemical, fluorescence, strain H37Rv; purified M. tuberculosis FBA, fluorescence read-out; inhibition, % at 1 µM; Fructose-bisphosphate aldolase (Mycobacterium tuberculosis (strain ATCC 25618 / H37Rv)), …; 2.3% of 360,000 active; in the data active = inhibition above about 27%;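 also: 0% = vehicle and 100% = reference inhibitor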
UGM FP inh – M. tuberculosis UGM enzyme inhibitors, primary screen, biochemical, fluorescence polarization, single point; UDP-galactopyranose mutase (Mycobacterium tuberculosis (strain ATCC 25618 / H37Rv)), …; purified UGM, fluorescence polarization probe displacement; inhibition, % at 10 µM; 0.06% of 320,000 active; in the data active = inhibition above about 10%, passing the limit was not always enough
Vc quorum ag – inducers of Vibrio cholerae quorum light production without autoinducers, primary screen, BH1578 luxS cqsA deficient, single point; activation, % at 18.7 µM; 0.16% of 350,000 active; AID 588436, 2011; V. cholerae BH1578 lux reporter, luminescence, 6 h; in the data active = activation mostly above about 9.7%, no sharp cut-off; also: not every result past the cut was called active; inactives centre near 0; reference of the scale not given here
The depositor's hits bear a star; i = inactive; nt = no result given; + = active, no number.

SMILES | Yp Topo-I inh | PfHsp40 yeast | TcdB inh | GDH-TPI inh | FadD28 binding | Mtb BioA inh | Mtb FBA inh | UGM FP inh | Vc quorum ag
Cc1ncc([N+](=O)[O-])n1CC(=O)Nc1ccc(F)cc1 | -5 | -0.2 | 0.9 | 1 | -2.3 | -2.1 | -4 | 0.5 | 0.6
CCOC(=O)C1=C[C@@H](C2CCCC2)N(S(=O)(=O)c2ccc([N+](=O)[O-])cc2)[C@H]1c1ccccc1 | nt | nt | 0.7 | nt | -1.6 | 1.8 | 0 | nt | nt
O=C(COC(=O)C12CC3CC(CC(C3)C1)C2)NCc1ccccc1 | 16 | 2.5 | 0.1 | 6 | -2.4 | -1.6 | 0 | -2.8 | -2.5
COC(=O)C1=C(c2ccc(C(C)=O)cc2)C[C@@H]2CC[C@H]1N2C(=O)N1CCOCC1 | 0 | -0.3 | 0.6 | 16 | 1.1 | 1.5 | 2 | -1.3 | -0.4
COc1ccc(NC(=O)Cn2cc(C(=O)c3ccco3)c3ccccc32)cc1 | 2 | -0.4 | nt | 31* | 1.0 | -4.1 | 1 | 2.4 | 0.2
COC(=O)C1CC(O)CN1S(=O)(=O)c1ccc2ccccc2c1 (stereo not drawn) | 17 | -0.6 | 0.2 | 1 | 0.2 | -0.8 | 1 | 1.0 | 1.1
O=C(Nc1ccccc1)ON=C1c2ccccc2-c2ccccc21 | -2 | 4.7 | 2.1 | -1 | 0.8 | nt | 1 | 0.1 | 7.1
CCCCN(C(=O)c1cc(S(=O)(=O)N2CCOCC2)ccc1F)c1c(N)n(CCCC)c(=O)[nH]c1=O | -2 | -1.3 | 0.6 | 6 | -2.3 | -1.5 | 0 | nt | -0.3
CCOCCCNCc1cc(Cl)ccc1OCC | -1 | -1.9 | 2.1 | 7 | -3.3 | 1.1 | -4 | 1.4 | -0.3
CC(C)c1ccc(NC(=O)c2ccccc2NC(=O)C2CCCCC2C(=O)O)cc1 (stereo not drawn) | 15 | 0.9 | -0.1 | -2 | 1.7 | 0.1 | 1 | 3.7 | 0.7
CC1(C)CC(=O)c2c(S(C)(=O)=O)sc(Br)c2C1 | 1 | 0.2 | 2.1 | -9 | -4.3 | nt | -1 | 3.2 | -0.6
CC(=O)c1cc2c(cc1N/C(=N/S(=O)(=O)c1ccc(C)cc1)c1ccc(Cl)cc1)OCO2 | 4 | -0.3 | nt | 1 | -0.3 | nt | 1 | -0.7 | -0.2
CCCN1C(=O)c2cc(C(=O)Nc3cccc(C(C)=O)c3)ccc2C1Nc1cccc(C(C)=O)c1 (stereo not drawn) | 15 | -0.3 | 0.9 | 4 | -0.2 | 0.2 | -5 | 1.0 | -0.6
O=C(Nc1nc(-c2cccs2)c(-c2ccccc2)s1)c1ccco1 | 5 | -0.2 | nt | 14 | -0.1 | nt | 0 | -0.3 | i
Cc1c(N)cccc1-c1nc2ccccc2[nH]1 | -1 | 0.4 | nt | 4 | -1.2 | 0.0 | 24 | -0.5 | nt
O=[N+]([O-])c1ccccc1S(=O)(=O)Nc1cccc(-c2ccc3nncn3n2)c1 | -2 | 1.2 | 1.4 | 3 | -2.2 | 0.2 | -1 | 1.2 | i
COCCn1c(C)cc(C(=O)COc2ccc(N(C)S(=O)(=O)c3ccc(C)cc3)cc2)c1C | 26 | 2.2 | 0.2 | 0 | -1.1 | 0.1 | 1 | 1.2 | -1.1
Cc1ncc(CN2CCC(C(=O)Nc3ccc(-n4cccn4)cc3)CC2)s1 | -2 | 10 | 0.7 | 0 | -3.3 | 0.5 | 0 | -8.5 | i
C/C(=N\O)c1ccc(Cl)cc1Cl | 3 | 0.4 | 1.5 | 4 | -1.2 | nt | 1 | 1.0 | -0.6
CC(=O)N1CCC(C(=O)N2CCN(S(=O)(=O)c3ccc(F)cc3)CC2)CC1 | -7 | -0.5 | 0.0 | 3 | -4.2 | -0.4 | -2 | 0.3 | -0.4
Cc1ccc(-n2nnnc2CNC(=O)c2ccc([N+](=O)[O-])o2)cc1C | -5 | 0.1 | 2.5 | 7 | -0.5 | nt | 0 | -0.2 | i
CCCn1c(NCCO)nc2ccccc21 | -4 | -0.7 | 0.5 | 1 | -0.9 | 0.5 | 4 | 1.0 | -1.5
CCN(CC)CCNc1ccc2nnc(CCNS(=O)(=O)c3ccc(C)cc3)n2n1 | -3 | 4.3 | 0.4 | 1 | -1.7 | nt | 7 | -0.7 | -0.1
COc1ccc(CNC(=O)COc2cc(O)c3c(c2)OC(C)(C)CC3=O)cc1 | 22 | -0.8 | 0.8 | 15 | 0.4 | 0.0 | 4 | 4.0 | -0.4
CN(C(=O)COC(=O)c1cccnc1Nc1cccc(C(F)(F)F)c1)C1CCS(=O)(=O)C1 (stereo not drawn) | -11 | 0.1 | nt | 14 | -2.8 | nt | 2 | -1.1 | -0.3
CCn1ncc(S(=O)(=O)Nc2cccnc2)c1C | -3 | -0.8 | 0.2 | 11 | 0.9 | -3.0 | 2 | -1.1 | 0.8
CN(C)c1oc(-c2ccccc2F)nc1C#N | 8 | -0.3 | 1.2 | 22 | -0.9 | 0.6 | + | 1.8 | i
CCOC(=O)C1=C(C)NC(=O)/C1=C\N(C)C | 6 | -0.1 | 0.3 | -3 | 0.1 | nt | 2 | 2.6 | i
C=C1[C@@H](CCO)N(S(=O)(=O)C(C)(C)C)C[C@@H]1C | -1 | -1.0 | -0.2 | 4 | 2.4 | -3.1 | -1 | nt | -1.9
Cc1cc(C)c2oc(C(=O)Nc3ccc(S(=O)(=O)N4CCCC(C)C4)cc3)cc(=O)c2c1 (stereo not drawn) | -2 | 1.2 | 1.3 | -1 | -1.1 | nt | -5 | -0.4 | i
CCc1nc2ccc(C(=O)NCc3ccc(OC)cc3)cn2c1N(CCC(C)C)CCN(C)C | 0 | nt | 1.1 | 8 | -0.6 | -0.3 | -2 | nt | -0.3
CCCCNC(=O)C1(C)CCCCN1C(=O)c1cccs1 (stereo not drawn) | 6 | nt | 0.2 | 0 | -3.8 | -0.2 | -4 | nt | i
CC(=O)N1CCN(S(=O)(=O)c2cccc(C(=O)Nc3ccc4c(c3)CCC4)c2)CC1 | 4 | 1.0 | nt | 7 | -3.5 | -4.0 | 1 | 1.0 | -0.3
C[C@@H](N)C(=O)NC[C@H]1CC[C@H](C(=O)N[C@@H](Cc2ccccc2)C(=O)O)CC1 | 9 | -1.1 | 1.3 | -1 | 1.8 | -0.1 | 4 | -0.9 | 1.6
Nc1cc(=O)n(Cc2ccco2)c(=S)[nH]1 | -2 | nt | -0.4 | 1 | -3.7 | -0.7 | 1 | nt | -3.7
Cc1ccc(C(C#N)c2ccc(C(=O)c3ccc(F)cc3)cc2)cc1 (stereo not drawn) | 24 | -1.1 | nt | -16 | -3.7 | -1.1 | -3 | 0.9 | i
Cc1cccc(N2CCN(S(=O)(=O)c3ccc4c(c3)CC(=O)N4C)CC2)c1C | 0 | 0.6 | 1.3 | 4 | -3.0 | -0.3 | -2 | -0.6 | -0.4
O=C(C1CCN(S(=O)(=O)c2cccc3cccnc23)CC1)N1CCN(Cc2ccccc2)CC1 | 20 | 0.8 | -0.5 | 8 | -2.4 | -1.6 | 7 | nt | -0.2
CSc1nc2ccccc2cc1/C=C(\C#N)c1ccc(Cl)c(Cl)c1 | -3 | -0.1 | nt | 10 | -1.7 | -1.2 | 2 | 1.5 | -0.4
CCOc1ccc(OCCCC(=O)N(C)CC(=O)Nc2ccc(N3CCOCC3)cc2)cc1 | 3 | -1.2 | 0.9 | 7 | -0.9 | 0.2 | 5 | -1.0 | i

Shown with two lines to a compound: part of the list above
The line under a structure holds: Yp Topo-I inh	PfHsp40 yeast	TcdB inh	GDH-TPI inh	FadD28 binding	Mtb BioA inh	Mtb FBA inh	UGM FP inh	Vc quorum ag
Cc1ccc(-n2nnnc2CNC(=O)c2ccc([N+](=O)[O-])o2)cc1C
→ -5	0.1	2.5	7	-0.5	nt	0	-0.2	i
COc1ccc(CNC(=O)COc2cc(O)c3c(c2)OC(C)(C)CC3=O)cc1
→ 22	-0.8	0.8	15	0.4	0.0	4	4.0	-0.4
C[C@@H](N)C(=O)NC[C@H]1CC[C@H](C(=O)N[C@@H](Cc2ccccc2)C(=O)O)CC1
→ 9	-1.1	1.3	-1	1.8	-0.1	4	-0.9	1.6
CCc1nc2ccc(C(=O)NCc3ccc(OC)cc3)cn2c1N(CCC(C)C)CCN(C)C
→ 0	nt	1.1	8	-0.6	-0.3	-2	nt	-0.3
Cc1ccc(C(C#N)c2ccc(C(=O)c3ccc(F)cc3)cc2)cc1 (stereo not drawn)
→ 24	-1.1	nt	-16	-3.7	-1.1	-3	0.9	i
CC(=O)N1CCN(S(=O)(=O)c2cccc(C(=O)Nc3ccc4c(c3)CCC4)c2)CC1
→ 4	1.0	nt	7	-3.5	-4.0	1	1.0	-0.3
CN(C(=O)COC(=O)c1cccnc1Nc1cccc(C(F)(F)F)c1)C1CCS(=O)(=O)C1 (stereo not drawn)
→ -11	0.1	nt	14	-2.8	nt	2	-1.1	-0.3

Later entries.
SMILES | Yp Topo-I inh | PfHsp40 yeast | TcdB inh | GDH-TPI inh | FadD28 binding | Mtb BioA inh | Mtb FBA inh | UGM FP inh | Vc quorum ag
Cc1cc(S(=O)(=O)NC2CCCC2)ccc1-n1cnnn1 | -6 | 0.5 | -0.5 | -4 | nt | nt | -4 | 0.4 | 0.1
CCCNS(=O)(=O)c1cccc(C(=O)NNC(=O)c2cc(C)oc2C)c1 | 3 | 0.0 | 1.0 | 0 | -1.9 | -1.3 | 5 | 4.2 | 0.5
NNc1ncnc2sc3c(c12)CCC3 | 4 | -0.4 | -1.0 | 6 | -2.0 | nt | 0 | -1.6 | -0.4
CN(/C=C/C(=O)C(F)(F)C(F)(F)F)Cc1ccccc1 | 3 | -1.9 | nt | 25 | -1.6 | nt | -3 | 2.5 | -0.4
O=C(CN(c1ccc(F)cc1)S(=O)(=O)c1ccccc1)NC1CC2CCC1C2 (stereo not drawn) | 13 | -0.8 | 1.4 | 20 | -2.8 | 1.1 | 3 | 0.8 | i
O=C(NCCCN1CCCC1=O)c1cn(-c2ccccc2)nc1-c1ccccc1 | 14 | 22 | -0.5 | 4 | -0.6 | 4.5 | 1 | -0.6 | i
O=C(O)c1ccc(Sc2nnc3ccccn23)c([N+](=O)[O-])c1 | 5 | -0.6 | 0.2 | 15 | -0.9 | -0.1 | -1 | 2.9 | -1.0
COc1ccc(CCN2CCCC(CN(C)Cc3cc(OC)c(OC)c(OC)c3)C2)cc1 (stereo not drawn) | 5 | -2.5 | 0.6 | 9 | 1.3 | 12 | 0 | 0.8 | i
c1ccc(CN2CCC(N3CCC(N4CCCCCC4)CC3)CC2)cc1 | -17 | -0.4 | 1.5 | 2 | -1.1 | -1.5 | -5 | 1.1 | i
CC1CCCN(C(=O)C2CCN(Cc3ccc4c(c3)OCO4)CC2)C1 (stereo not drawn) | -3 | 1.4 | -3.5 | -1 | 0.3 | -2.2 | 1 | 1.5 | -0.9
COc1ccc2[nH]c(C(=O)N3CCN(c4ccccc4F)CC3)c(C)c2c1 | 37 | 3.3 | 0.8 | 8 | -0.3 | 3.1 | 2 | 1.2 | 1.6
COc1cc(NC(=O)COC(=O)CNC(=O)c2ccc(Cl)cc2)c(C)cc1[N+](=O)[O-] | -9 | -0.7 | nt | 12 | -1.6 | nt | 2 | 1.5 | -0.4
Cc1cc(Cl)c(S(N)(=O)=O)cc1OCC(N)=O | -5 | -0.7 | nt | 3 | -3.0 | 1.0 | 3 | -1.9 | 0.4
CCOCC(=O)Nc1cc([N+](=O)[O-])ccc1C | 7 | -1.3 | nt | 7 | -0.9 | nt | 3 | -1.0 | 0.0
